# SENP1 FRET inh: SENP1 (human) catalytic domain inhibition; actives 0.21% (n = 360,000); Q9P0U3; recombinant SENP1 catalytic domain, CyPet-SUMO1-YPet FRET cleavage; inhibition, % at 10 µM; AID 624204;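 active = inhibition at least 30% at 10 µM, raw YFP signal under a set limit, fluorescence ratio 0.5 to 1.5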;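 also: 0% = enzyme with DMSO and 100% = no enzyme wells; some results filed as inactive read as strong as hits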
#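 Assay system – human recombinant His6-tagged SENP1 catalytic domain enzyme · Input – SENP1 enzyme, 20 pM final · Buffer or medium – Tris pH 8 buffer plus EDTA, NaCl, BME, BSA, NP40, catalase · Schedule – 50 min reaction at room temperature · Technique – FRET read of cyan and yellow fluorescence · Control set – no-enzyme wells low, DMSO-plus-enzyme wells high control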
# SENP8 inh: inhibitors of human SENP8 protease; recombinant SENP8, Nedd8 substrate fluorescence; inhibition, % at 20 µM; actives 0.64% (n = 360,000); AID 602440; in the data active = inhibition mostly above about 40%, no sharp cut-off; inactive = mostly below about 27%
# Target sequence (Q96LD8 whole entry, looked up): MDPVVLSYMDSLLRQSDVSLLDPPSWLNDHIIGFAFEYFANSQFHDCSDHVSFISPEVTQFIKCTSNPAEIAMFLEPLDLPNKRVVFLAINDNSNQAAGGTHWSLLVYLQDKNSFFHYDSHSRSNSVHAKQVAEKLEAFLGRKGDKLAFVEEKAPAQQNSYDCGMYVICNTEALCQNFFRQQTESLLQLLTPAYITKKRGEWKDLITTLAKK
# * marks the source's active call; other numbers are inactive results. The list is partial, so the mix of outcomes need not match the whole.
SMILES,SENP1 FRET inh,SENP8 inh
O=C(Cn1ccnc1[N+](=O)[O-])NCCO,-4,12
CC(=O)NCCCCCC(=O)O,1,7
COc1cncc(C#Cc2ccccn2)c1,-1,9

# A draw from above in order of molecular weight, largest number first.
SMILES,SENP1 FRET inh,SENP8 inh
O=C(Cn1ccnc1[N+](=O)[O-])NCCO,-4,12
COc1cncc(C#Cc2ccccn2)c1,-1,9
CC(=O)NCCCCCC(=O)O,1,7

# Entries of single compounds from above. Screens in order: SENP1 FRET inh	SENP8 inh
# Entry for O=C(Cn1ccnc1[N+](=O)[O-])NCCO = -4	12
# Entry for CC(=O)NCCCCCC(=O)O = 1	7
